KAT2A inh: qHTS Assay for Inhibitors of GCN5L2; Histone acetyltransferase KAT2A (Homo sapiens), Q92830; GCN5L2 HAT assay, ThioGlo1 CoA-SH fluorescence; Potency, µM (titrated, usually from 58.9 µM), inactives show at the top dose activity change, negative = inhibition, hits mostly inhibitors; 390,000 compounds, 0.21% hits
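ThioGlo1-coupled HAT assay: 20nM GCN5L2, 70uM acetyl-CoA, 75uM H3(1-25) peptide, pH 7.5. Fluorescence read at 340/540nm at start and after 20 min at room temperature.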
N370S GC mod: qHTS Assay for Inhibitors and Activators of N370S glucocerebrosidase as a Potential Chaperone Treatment of Gaucher Disease. N370S GC spleen homogenate, 4MU-glucoside fluorescence. 330,000 compounds, 0.092% hits. AID 2101, 2009. Potency, µM (doses to about 59.4 µM), for the others: top-dose activity change, negative = inhibition, actives largely listed as inhibitors;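 note: 0% = full enzyme activity and -100% = no enzyme basal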
FEN1 inh: qHTS Assay for the Inhibitors of Human Flap endonuclease 1 (FEN1). Recombinant FEN1 flap cleavage, fluorescence, 15 min. Potency, µM (highest dose often 114 µM), for the others: at the top dose activity change, negative = inhibition, usual class: inhibitors. 390,000 compounds, 0.35% hits; note: nearly all actives have a fitted effect of over 65% in size
Target sequence (P39748 whole entry, looked up): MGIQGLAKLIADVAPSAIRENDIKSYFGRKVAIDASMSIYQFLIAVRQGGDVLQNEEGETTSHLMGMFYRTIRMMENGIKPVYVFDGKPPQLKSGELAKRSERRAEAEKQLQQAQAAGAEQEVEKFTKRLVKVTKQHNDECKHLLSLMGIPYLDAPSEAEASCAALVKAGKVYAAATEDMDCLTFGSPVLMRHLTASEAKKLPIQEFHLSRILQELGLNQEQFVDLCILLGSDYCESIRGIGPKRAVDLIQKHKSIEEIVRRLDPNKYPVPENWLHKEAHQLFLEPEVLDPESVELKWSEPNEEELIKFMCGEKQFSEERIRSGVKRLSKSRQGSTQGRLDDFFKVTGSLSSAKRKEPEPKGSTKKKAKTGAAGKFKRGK
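Concentration–response screening of FEN1 (10 nM): 15 min compound preincubation at room temperature, reaction started with 50 nM substrate and read at 0 and 15 min. Corrected, normalized data were fitted by a four-parameter Hill equation.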
Active calls of the source: *; u = inconclusive; x = not tested or not shown; & = joins results of further samples; [ ] = remark or other dose. Calls come from the whole dose curve; as a rule, active = well fitted curve in the direction sought with a large enough effect; inconclusive = small, poorly fitted or top-dose-only effect, or another doubt; inactive = no such curve, though single readings can be large; an effect the other way counts as inactive or inconclusive. Unless noted, % is set by controls: 0 for no effect and ±100 for the full control effect; potency is the fitted concentration of half-maximal effect. Random draw from the library, and some 0.54% of all compounds hit somewhere here.

SMILES | KAT2A inh | N370S GC mod | FEN1 inh
c1cc2c(cc1-c1[nH]ncc1CN1C[C@H]3CC[C@H]1C3)OCO2 | -2% | 4% | 15%
N#C/C(=C/c1ccc([N+](=O)[O-])cc1)C(=O)Nc1ccccc1O | -11% | -11% | -5%
Cc1cc(NC(=O)OC(C)C)ccc1-c1ccc(NC(=O)OC(C)C)cc1C | -1% | 13% | 3%
O=c1c(=O)n(-c2ccccc2)ccn1Cc1c(F)cccc1Cl | -25% | x | -5%
NC(Cc1ccccc1)C(O)c1ccco1 (centres undefined) | x | -4% | 5%
CCCn1c(SCC(=O)N2CCCCC2)nc2c1c(=O)n(C)c(=O)n2C | -2% | 0% | -9%
CC1(C)C(c2cccs2)=NC(c2ccccc2)N1O (centres undefined) | -2% | 14% | -3%
O=C(Nc1ccc2nccnc2c1)Nc1ccccc1Cl | 26% | -18% | -4%
Cc1ccccc1C1CC(=O)Oc2ccc(O)cc21 (centres undefined) | 4%[88.6 µM] | -11%[89.1 µM] | x
COc1ccc(CNCC(O)(c2ccc(Cl)cc2)c2ccc(Cl)cc2)cc1 | -1% | -22% | 1%
COc1ccc(C2=NN(CCC(=O)NCc3cccs3)C(=O)CC2)cc1 | -2% | -9% | 3%
O=[N+]([O-])c1ccc(Cl)c(S(=O)(=O)Nc2cccc(S(=O)(=O)NC3=NCCC3)c2)c1 | -10% | x | 13%
c1cc(CNC23CC4CC(CC(C4)C2)C3)ccn1 | -6% | -11% | -4%
OC(COc1cccc2ccccc12)CN1CCN(c2ccccc2Cl)CC1 (centres undefined) | -6% | u | 0%
COc1ccccc1COCC(O)CN1CCCCC1CO (centres undefined) | 2% | -16% | -4%
COc1ccccc1CNc1ncnc2cc(Cl)ccc12 | -7% | -3% | 4%
COC(=O)c1ccc(NC(=O)CSc2ccc(-c3sc(-c4ccccc4)nc3C)nn2)cc1 | -20% | x | 0%
C=CCCCCCCCCC(=O)Nc1c[nH]c(=O)[nH]c1=O | -8% | -11% | -3%
CC(NC(=O)Cn1c(=O)oc2cc(S(=O)(=O)NCc3ccccc3)ccc21)c1ccccc1 (centres undefined) | -1% | x | -3%
O=C(CSc1cccc[n+]1[O-])NN(c1ccccc1)c1ccccc1 | 0% | 1% | 28%

15 compounds from above, arranged by molecular weight, falling:
SMILES | KAT2A inh | N370S GC mod | FEN1 inh
COC(=O)c1ccc(NC(=O)CSc2ccc(-c3sc(-c4ccccc4)nc3C)nn2)cc1 | -20% | x | 0%
CC(NC(=O)Cn1c(=O)oc2cc(S(=O)(=O)NCc3ccccc3)ccc21)c1ccccc1 (centres undefined) | -1% | x | -3%
O=[N+]([O-])c1ccc(Cl)c(S(=O)(=O)Nc2cccc(S(=O)(=O)NC3=NCCC3)c2)c1 | -10% | x | 13%
OC(COc1cccc2ccccc12)CN1CCN(c2ccccc2Cl)CC1 (centres undefined) | -6% | u | 0%
Cc1cc(NC(=O)OC(C)C)ccc1-c1ccc(NC(=O)OC(C)C)cc1C | -1% | 13% | 3%
CCCn1c(SCC(=O)N2CCCCC2)nc2c1c(=O)n(C)c(=O)n2C | -2% | 0% | -9%
COc1ccc(C2=NN(CCC(=O)NCc3cccs3)C(=O)CC2)cc1 | -2% | -9% | 3%
O=C(CSc1cccc[n+]1[O-])NN(c1ccccc1)c1ccccc1 | 0% | 1% | 28%
O=c1c(=O)n(-c2ccccc2)ccn1Cc1c(F)cccc1Cl | -25% | x | -5%
COc1ccccc1COCC(O)CN1CCCCC1CO (centres undefined) | 2% | -16% | -4%
COc1ccccc1CNc1ncnc2cc(Cl)ccc12 | -7% | -3% | 4%
c1cc2c(cc1-c1[nH]ncc1CN1C[C@H]3CC[C@H]1C3)OCO2 | -2% | 4% | 15%
CC1(C)C(c2cccs2)=NC(c2ccccc2)N1O (centres undefined) | -2% | 14% | -3%
Cc1ccccc1C1CC(=O)Oc2ccc(O)cc21 (centres undefined) | 4%[88.6 µM] | -11%[89.1 µM] | x
c1cc(CNC23CC4CC(CC(C4)C2)C3)ccn1 | -6% | -11% | -4%

Next entries:
SMILES | KAT2A inh | N370S GC mod | FEN1 inh
COc1ccc([N+](=O)[O-])cc1NC(=O)COC(=O)C=C(C)C | 0% | -5% | 0%
O=S(=O)(c1ccc2ccccc2c1)N1C=CC(C(F)(F)F)=NCC1 | -10% | 2% | -2%
CCC(C(=O)NCCCN1CCOCC1)n1c2ccccc2c2nc(=O)cc(C)n21 (centres undefined) | -1% | -3% | -11%
CCOCCCn1c(=N)c(S(=O)(=O)c2ccccc2)cc2c(=O)n3cc(C)ccc3nc21 | 0%&-14% | 1% | -6%&0%
Nc1ncccc1OCc1ccc(Cl)c(Cl)c1 | -15% | -13% | -7%
Cc1ccc(C)c(Cn2c(=O)n(CCCC(=O)NCc3ccco3)c(=O)c3ccccc32)c1 | 4% | -5% | 5%
COc1ccc(CCN2C(=O)C3CC=C(C)CC3C2=O)cc1OC (centres undefined) | 2% | 2% | 0%
O=C(Nc1cccc(F)c1)C1CCN(c2nnnn2-c2ccccc2)CC1 | -13% | u | -3%
CC(C(=O)N=Nc1c(O)n(C)c2ccc(Br)cc12)n1cnc2ccccc2c1=O (centres undefined) | -4% | 8% | x
Cn1c(C(=O)N2CCCCCC2)cc2c(=O)n(C)c3ccccc3c21 | -11% | 7% | -8%
CCc1cc(C(=O)OC)c(NC(=O)C2CC(=O)NN2Cc2ccccc2)s1 (centres undefined) | 15% | 25% | -23%
CCOC(=O)c1ccc(N2CCN(c3cc(Cl)ccc3C)CC2)c(NC(=O)Nc2ccc(OCC)cc2)c1 | -5% | x | 0%
Cc1ccccc1NS(=O)(=O)c1cccc(-c2nnc(-c3ccccc3)o2)c1 | -15% | 1% | -2%
CCn1cc(C(=O)N2CCCC(CO)(Cc3ccccc3C)C2)cn1 (centres undefined) | 1% | -4% | -13%
CCN1CCN(CC(=O)n2c3c(c4ccccc42)CC(C)CC3)CC1 (centres undefined) | -7% | -10% | -7%
Cc1ccc(Cl)cc1NC(=O)C1CC(=O)N(C(C)C)C1 (centres undefined) | -16% | -11% | -3%
O=C(/C=C/c1ccc(OC(F)F)cc1)OCC(=O)N1CCC(c2ccccc2)=N1 | -9% | x | -16%
c1ccc(Cc2nc3ccccc3n2Cc2ccccc2)cc1 | -21% | 14% | -22%
CCOc1cc(NC(=O)C2CC2)c(OCC)cc1NC(=O)c1cccc(F)c1 | 3% | -1% | 1%
Cn1c(=O)cc(OCCCC(=O)NCc2ccc3c(c2)OCO3)c2ccccc21 | -3% | -11% | 1%
OCCN1CCN(Cc2cccc(Oc3ccc(Cl)cc3)c2)CC1 | 4% | -10% | -1%
CCn1c(SCC(=O)Nc2cccc(C(C)=O)c2)nnc1C(C)C | 6% | 1% | 5%
COc1ccnc(Oc2cccc(C(F)(F)F)c2)c1C(=O)N/C=N/OCc1ccccc1F | -10% | 23% | 10%
COc1ccc(C(c2nnnn2Cc2ccc(F)cc2)N2CCN(c3ccccc3)CC2)cc1 (centres undefined) | -9% | 4% | -1%
COC(=O)Nc1ccc(S(=O)(=O)N(C)CC(F)(F)C(F)F)cc1 | 1% | -12% | 2%
COC(=O)C(C#N)c1nc2ccccc2nc1N1CCN(Cc2ccc3c(c2)OCO3)CC1 (centres undefined) | -9% | -1% | x
COC(=O)C1=C(C)NC(C)=C([N+](=O)[O-])C1c1ccccc1C(F)(F)F (centres undefined) | -7%&1%&-5% | -8%&-21%&-3%&-4%&-9% | -1%&8%
CC(=O)N(c1ccc2oc(=O)sc2c1)S(=O)(=O)c1cccc2cccnc12 | -9% | -9% | 1%
O=[N+]([O-])c1ccc(NC2CCCC2)cc1 | -9% | 9% | -3%
CC(C)N=C(NC#N)SCc1ccccc1F | 4% | 2% | 8%
Cc1ccccc1C(=O)c1cccn1CC(=O)N1CCCCCC1 | -6% | 4% | -2%
COc1cc2cc(CN(CCCO)S(=O)(=O)c3ccccc3)c(=O)[nH]c2cc1OC | -4% | -5% | 1%
CCN(CC(=O)N(CC(C)C)c1c(N)n(CC(C)C)c(=O)[nH]c1=O)Cc1nc2ccccc2c(=O)[nH]1 | -6% | 13% | -19%
CCCCN(CCCC)CCC(O)c1cc2c(Cl)cc(Cl)cc2c2cc(C(F)(F)F)ccc12 (centres undefined) | -5% | u | 6%
O=C(NCCc1nnc2ccccn12)c1cccs1 | -5% | -1% | -16%
COc1ccc(Nc2nc(N)nc(C(F)(F)F)n2)c(OC)c1 | -25% | -6% | -11%
Cc1ccc(OCC(=O)NC(=S)Nc2cccc(NC(=O)c3ccccc3)c2)cc1 | 3% | 0% | 1%
Cn1cc(C2N3CC4(C)CN2CC(C)(C3)C4=O)c2ccccc21 (centres undefined) | 1% | u | 21%
CCOc1ncccc1C(=O)OCC(=O)Nc1nnc(-c2ccccc2)o1 | -1% | 1% | -2%
CCc1cccc(CC)c1NC(=O)COC(=O)C1(C)CC1(Cl)Cl (centres undefined) | -3% | -17% | 17%

Two entries from above in another layout.
Cn1cc(C2N3CC4(C)CN2CC(C)(C3)C4=O)c2ccccc21 (centres undefined)
  KAT2A inh: 1% | N370S GC mod: u | FEN1 inh: 21%

CCOc1ncccc1C(=O)OCC(=O)Nc1nnc(-c2ccccc2)o1
  KAT2A inh: -1% | N370S GC mod: 1% | FEN1 inh: -2%

(continued)
SMILES | KAT2A inh | N370S GC mod | FEN1 inh
COc1ccc(S(=O)(=O)NCCCO)cc1-c1nnc2c3ccccc3c(C)nn12 | 0% | x | 14%
C=COc1ccc(N2C(=O)c3ccccc3OC2C)cc1 (centres undefined) | -7% | -15% | -5%
O=C(CCCCCN1C(=O)CCC1=O)NCc1ccccc1 | 5% | 4% | 9%
COc1ccc(NC(=O)CSc2oc(-c3ccco3)nc2S(=O)(=O)c2ccc(Br)cc2)c(OC)c1 | -3% | x | -21%
Cc1cccc2c1nc(-c1ccccc1)n1nnnc21 | 2% | -3% | -12%
CCN(CC)C(=S)NC(=O)c1cc(OC)c(OC)c(OC)c1 | 3% | -15% | -11%
CCN(CC)C(=O)Oc1ccc(Cl)c2ccccc12 | 1% | 10% | -9%
COc1ccc(C(=O)OCC(=O)c2ccc(S(=O)(=O)N3CCCCC3)cc2)c(OC)c1 | -5% | -7% | -3%
COc1cc(C(=O)NCC(=O)OCC(=O)c2cccc3ccccc23)cc(OC)c1OC | -7% | -6% | -21%
Cc1c(C(=O)O)cccc1-n1c(C)cc(/C=N/Nc2ccc([N+](=O)[O-])cn2)c1C | -15% | 7% | -15%
O=C(Cc1ccccc1)NCc1ccccn1 | -5% | 1% | 16%
COc1ccc(-n2c(-c3ccccc3)nnc2-c2ccc(Cl)cc2)cc1 | -3% | -6% | 7%
NC(=S)n1[nH]c(-c2ccc([N+](=O)[O-])cc2)c(N=Nc2cccc([N+](=O)[O-])c2)c1=O | u | -20% | 45µM*
C=CCc1ccc(OCCCCN2CC(C)CC(C)C2)c(OC)c1 (centres undefined) | 9% | -17% | 5%
COc1ccc(/C=C(\NC(=O)c2ccc(OC)cc2)C(=O)N2CCCCC2)cc1 | -3% | -9% | 4%
O=C(CCS(=O)(=O)c1ccccc1)Nc1cccc(-c2nc3ccccc3s2)c1 | -12% | 10% | -23%
Nc1nc2cc3ccccc3cc2[nH]c1=O | 1% | -23% | 4%
CC(=O)Nc1cccc(NC(=O)CSc2nnnn2-c2ccc3c(c2)OCO3)c1 | -10% | 5% | x
COC(=O)c1ccc(CSc2nnc3ccc4ccccc4n23)cc1 | -4% | x | -4%
CCCn1c(CN2CCN(c3ccc(OC)cc3)CC2)nc2c1c(=O)[nH]c(=O)n2C | -3% | x | 22%
O=C(NC1CCCCCCC1)C1=COCCO1 | 0% | 3% | -1%
Cc1nc(C)c(C(=O)C2=C(O)C(=O)N(CCN(C)C)C2c2ccccc2)s1 (centres undefined) | -13% | -13% | -5%
COc1ccc(N2CCN(CCNC(=O)CCN3C(=O)COc4ccccc43)CC2)cc1 | 2% | -25% | 6%
COc1ccc(CNC(=O)C2CCCN(S(=O)(=O)c3ccc(Br)s3)C2)cc1 (centres undefined) | 0% | -16% | 1%
Cc1csc(SCC(=O)NC(=O)NCc2ccccc2)n1 | -30% | 6% | 10%
CCOc1ccc(S(=O)(=O)N2CCN(C(=S)NC3CC3)CC2)cc1 | 11% | -5% | 6%
CC1CC(OCC(O)C[N+]2(C)CCOCC2)CC(C)(C)C1 (centres undefined) | -20% | -15% | 19%
c1ccc(CCNc2ncnc3scc(C4COc5ccccc5O4)c23)cc1 (centres undefined) | -6% | u | 6%
Cc1noc2ncnc(Sc3ccccc3Cl)c12 | 1% | -13% | -8%
O=C(NCc1ccccn1)c1ccc(CS(=O)(=O)Cc2ccc(Cl)cc2)o1 | -4% | 0% | 9%

Assay outcomes deposited in PubChem by National Center for Advancing Translational Sciences (NCATS).
